3CLpro inhibitor = SARS-CoV 3CLpro protease inhibition | actives 0.14% (n = 290,000) | P0C6X7 | inhibition, % at 6 µM | recombinant SARS-CoV 3CLpro, quenched FRET peptide cleavage; in the data active means inhibition above about 12%
Y pestis TopoI = Y. pestis Topo-I inhibition via cleavage products; activity, % at 10 µM; Y. pestis Topo-I cleavage product accumulation, plate reader; AID 504884; actives 0.064% (n = 360,000); in the data active means activity above about 50%, passing the limit was not always enough; inconclusive means no clear call, values can overlap the other calls; further: inactives centre near 2
Anthrax LF inh2 = inhibitors of Bacillus anthracis lethal factor protease | multiplex microsphere protease cleavage assay, LF | P15917 | AID 588501 | inhibition, % at 10 µM | actives 0.12% (n = 360,000); further: plate controls were buffer without enzyme for full effect and enzyme alone for no effect
PriA SSB inh = K. pneumoniae PriA-SSBct interaction inhibition. AlphaScreen SSBct-PriA binding, biotinylated peptide. inhibition, % at 33 µM. actives 0.6% (n = 430,000). AID 1272365; in the data active means inhibition mostly above about 37%, no sharp cut-off; inactive means mostly below about 20%;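 further: plate controls were negative control peptide for no effect and reference peptide for full effect; strong numbers were not always called active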
BH1578 lux ind = inducers of Vibrio cholerae quorum light production without autoinducers; activation, % at 18.7 µM; actives 0.16% (n = 350,000); V. cholerae BH1578 lux reporter, luminescence, 6 h; in the data active means activation mostly above about 9.7%, no sharp cut-off; inconclusive means no clear call, values can overlap the other calls; inactive means mostly below about 3.7%; further: not every result past the cut was called active; inactives centre near 0; reference of the scale not given here
PrPC surface inh = cell surface PrPC inhibition, primary TR-FRET screen | P04156 | TR-FRET read-out | inhibition, % at 13.8 µM | actives 0.43% (n = 370,000) | AID 720596; in the data active means inhibition above about 24%; further: 0% = median of the test wells and 100% = reference compound wells
TcdB GH inh = blocks C. difficile toxin B glycohydrolase activity; P18177; TcdB glycohydrolase enzymatic assay, plate reader; inhibition, % at 9.99 µM; actives 0.24% (n = 350,000); in the data active means inhibition above about 10%
Target sequence (P18177 whole entry, looked up): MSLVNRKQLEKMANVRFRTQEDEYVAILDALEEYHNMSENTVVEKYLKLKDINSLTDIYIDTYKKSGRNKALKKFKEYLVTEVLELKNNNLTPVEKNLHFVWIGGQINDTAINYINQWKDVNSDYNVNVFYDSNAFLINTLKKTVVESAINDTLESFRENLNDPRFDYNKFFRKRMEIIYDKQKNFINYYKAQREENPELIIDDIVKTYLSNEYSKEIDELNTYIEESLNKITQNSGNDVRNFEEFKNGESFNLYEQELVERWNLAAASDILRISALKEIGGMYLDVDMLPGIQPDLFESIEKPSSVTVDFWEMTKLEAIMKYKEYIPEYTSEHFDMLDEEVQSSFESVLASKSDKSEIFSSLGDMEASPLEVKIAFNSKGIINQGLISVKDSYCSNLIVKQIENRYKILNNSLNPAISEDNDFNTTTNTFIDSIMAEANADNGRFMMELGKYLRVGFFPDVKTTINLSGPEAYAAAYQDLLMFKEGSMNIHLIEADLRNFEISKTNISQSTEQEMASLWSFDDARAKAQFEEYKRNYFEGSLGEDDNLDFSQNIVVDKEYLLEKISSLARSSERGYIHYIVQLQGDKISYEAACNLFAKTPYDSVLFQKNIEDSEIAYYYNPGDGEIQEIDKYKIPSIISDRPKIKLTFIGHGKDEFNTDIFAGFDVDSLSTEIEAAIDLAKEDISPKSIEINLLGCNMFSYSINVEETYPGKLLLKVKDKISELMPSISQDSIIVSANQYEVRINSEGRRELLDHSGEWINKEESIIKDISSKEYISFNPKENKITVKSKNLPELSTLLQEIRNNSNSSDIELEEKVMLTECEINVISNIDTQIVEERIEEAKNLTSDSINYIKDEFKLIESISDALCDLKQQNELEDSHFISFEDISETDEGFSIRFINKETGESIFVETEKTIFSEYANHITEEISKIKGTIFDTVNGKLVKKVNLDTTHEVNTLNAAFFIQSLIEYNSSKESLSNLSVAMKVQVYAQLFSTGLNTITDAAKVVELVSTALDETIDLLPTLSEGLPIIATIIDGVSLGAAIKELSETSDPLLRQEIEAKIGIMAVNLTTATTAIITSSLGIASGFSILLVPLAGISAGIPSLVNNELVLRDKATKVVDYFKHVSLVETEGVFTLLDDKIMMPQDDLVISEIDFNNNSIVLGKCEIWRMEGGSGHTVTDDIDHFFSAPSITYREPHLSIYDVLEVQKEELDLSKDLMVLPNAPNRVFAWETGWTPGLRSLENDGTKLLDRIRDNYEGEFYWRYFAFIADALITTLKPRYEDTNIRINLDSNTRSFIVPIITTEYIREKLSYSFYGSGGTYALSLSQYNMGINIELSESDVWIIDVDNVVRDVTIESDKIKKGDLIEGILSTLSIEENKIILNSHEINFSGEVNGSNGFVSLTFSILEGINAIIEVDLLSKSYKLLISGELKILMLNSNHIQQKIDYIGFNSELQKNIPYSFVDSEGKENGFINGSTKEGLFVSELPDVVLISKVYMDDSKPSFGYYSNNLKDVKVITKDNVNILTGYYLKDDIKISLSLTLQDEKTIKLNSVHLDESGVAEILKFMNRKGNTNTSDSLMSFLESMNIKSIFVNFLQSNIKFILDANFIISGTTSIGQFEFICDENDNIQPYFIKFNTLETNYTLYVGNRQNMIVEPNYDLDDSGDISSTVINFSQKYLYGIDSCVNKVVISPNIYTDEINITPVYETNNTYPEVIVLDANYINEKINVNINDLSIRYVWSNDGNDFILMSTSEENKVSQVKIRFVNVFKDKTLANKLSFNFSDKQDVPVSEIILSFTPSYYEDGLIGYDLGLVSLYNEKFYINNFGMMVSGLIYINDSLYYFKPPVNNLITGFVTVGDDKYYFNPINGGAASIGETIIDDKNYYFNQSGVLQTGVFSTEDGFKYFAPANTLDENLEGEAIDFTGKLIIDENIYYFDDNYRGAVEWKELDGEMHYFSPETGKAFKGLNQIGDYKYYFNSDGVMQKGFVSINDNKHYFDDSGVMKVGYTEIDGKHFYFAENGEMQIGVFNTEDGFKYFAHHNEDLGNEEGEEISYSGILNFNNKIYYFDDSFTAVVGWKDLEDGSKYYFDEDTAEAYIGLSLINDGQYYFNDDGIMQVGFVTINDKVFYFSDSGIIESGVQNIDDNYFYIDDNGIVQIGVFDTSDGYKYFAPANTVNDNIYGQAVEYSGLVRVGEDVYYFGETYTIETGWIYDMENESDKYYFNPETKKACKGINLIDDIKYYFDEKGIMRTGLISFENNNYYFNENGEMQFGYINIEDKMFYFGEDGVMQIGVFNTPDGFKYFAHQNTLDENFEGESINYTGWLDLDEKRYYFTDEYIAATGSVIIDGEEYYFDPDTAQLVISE
BoNT-A LC inh2 = blocks Botulinum neurotoxin A light chain protease; actives 0.17% (n = 360,000); multiplex microsphere protease substrate cleavage, flow cytometry; inhibition, % at 10 µM; further: plate controls were buffer without enzyme for full effect and enzyme alone for no effect
PfHsp40 yeast = rescue of PfHsp40-mediated yeast toxicity; S. cerevisiae expressing PfHsp40, growth rescue, ATP luminescence; growth rescue, % at 12.5 µM; actives 0.68% (n = 340,000); in the data active means growth rescue above about 28%, passing the limit was not always enough; inconclusive means no clear call, values can overlap the other calls;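 further: yeast W303a lacking pdr1 and pdr3 grown in galactose medium; growth measured after three days at 30 °C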
Active calls of the source: *; i = inactive; ? = inconclusive; / = no result given; & = joins results of further samples. Unless noted, no stated cut-off is given here; in the data, active means inhibition above about 30%; inconclusive means no clear call, values can overlap the other calls; inactive means below that. A portion of the library; the hit share may differ from the screen's.

Each structure is followed by: 3CLpro inhibitor | Y pestis TopoI | Anthrax LF inh2 | PriA SSB inh | BH1578 lux ind | PrPC surface inh | TcdB GH inh | BoNT-A LC inh2 | PfHsp40 yeast
#1 CC(=O)OC1CCC2(C)C(=CC(=O)C3C2CCC2(C)C(OC(C)=O)CCC32)C1 (stereo not drawn)
→ / | 12 | -8 | 0 | -1.0 | 8 | 0.7 | 0.1 | -0.6
#2 COc1ccccc1-n1c([S-])c(C(=O)Nc2ccccc2C(F)(F)F)[n+]2ccc(C(=O)NCCO)cc12
→ 2 | 14 | 12 | -17 | -0.4 | -14 | 1.0 | 36* | -0.4
#3 CCOC(=O)Cc1nnc(Nc2cc(C)ccc2C)c2ccccc12
→ 0 | -1 | -1 | -13 | i | 9 | -1.4 | 0.6 | 0.1
#4 O=S(=O)(c1cc(Cl)ccc1Br)N1CCCCC1
→ 4 | 13 | -6 | -16 | -0.2 | 2 | / | 3.7 | -0.9
#5 O=C(COC(=O)c1cnccn1)Nc1cccc(F)c1
→ / | -1 | -11 | -6 | 1.1 | 3 | -0.7 | 0.3 | 0.2
#6 Cc1ccc(C)c(NS(=O)(=O)c2ccc(-n3cccn3)cc2)c1
→ / | 6 | -1 | / | -0.3 | 10 | -1.2 | 0.0 | /
#7 CCOC(=O)c1cccc(NC(=O)/C=C/c2cccc([N+](=O)[O-])c2)c1
→ 3 | 5 | -1 | 3 | 1.7 | 3 | / | 0.5 | 1.3
#8 CN(C)S(=O)(=O)c1cccc(NC(=O)COC(=O)CCC(=O)c2ccc(F)cc2)c1
→ 2 | -9 | -2 | 9 | i | 7 | 0.9 | 0.0 | -0.3
#9 CCc1ccc(CCC(=O)N2CCN(S(=O)(=O)c3ccc(Br)cc3)CC2)cc1
→ / | 34 | -5 | / | -1.3 | -1 | 0.2 | -0.6 | /
#10 CC1CCc2c(sc3ncnc(N4CCOCC4)c23)C1 (stereo not drawn)
→ 1 | 7 | -12 | 2 | -0.4 | 0 | / | ? | 6.7
#11 CCC(C(=O)Nc1c(C)cc(C)cc1C)N1CCCCCC1 (stereo not drawn)
→ -4 | -4 | -1 | -10 | 6.1 | 7 | 0.2 | 0.0 | -1.7
#12 Cc1ncc([N+](=O)[O-])n1Cc1cccc2ccccc12
→ 5 | -8 | -3 | 12 | -0.1 | -8 | / | 0.0 | -1.1
#13 C[C@H](CO)N1C[C@H](C)[C@@H](CN(C)C(=O)Nc2ccc(C(F)(F)F)cc2)Oc2ccc(NC(=O)NC3CCCCC3)cc2C1=O
→ / | 2 | -3 | -15 | i | -1 | -0.6&2.0 | -0.2 | -0.2
#14 O=C(O)c1ccc2c(c1)nnn2C1CCCCC1
→ 0 | -1 | 1 | -25 | i | 4 | / | -0.4 | -0.8
#15 Cn1cc([N+](=O)[O-])c(C(=O)N/N=C/c2ccc([N+](=O)[O-])cc2)n1
→ 1 | 0 | 1 | / | i | -17 | / | 0.0 | 1.6
#16 Cc1ccc2c(c1)N(CC(=O)NCCCN1C(C)CCCC1C)C(=O)c1cccnc1O2 (stereo not drawn)
→ 1 | -3 | 6 | 0 | i | 7 | 2.5 | 0.8 | 0.7
#17 O=C(NCC(c1ccco1)N1CCN(c2ccccc2F)CC1)C1CCCCC1 (stereo not drawn)
→ / | 1 | 0 | 7&-3 | -1.4 | -5 | 1.8 | 0.5 | -0.1
#18 CCCNC(=O)NC(C)C12CC3CC(CC(C3)C1)C2 (stereo not drawn)
→ -5 | -2 | 0 | -2 | i | -6 | 0.9 | 0.8 | 0.6
#19 COc1ccc(C(=O)Nc2cccc(/C(C)=N/NC(=O)c3ccc([N+](=O)[O-])c(C)c3)c2)cc1OC
→ 3 | 4 | -2 | / | -0.5 | -6 | / | 0.6 | -1.2
#20 O=C(Cc1ccccc1)Nc1cc(C(=O)c2ccccc2)ccc1N1CCOCC1
→ 4 | 6 | 0 | -10 | / | 2 | / | 1.1 | 0.9
#21 CC(C)(OC(=O)NC(=O)C(F)(F)F)C(C)(C)OC(=O)NC(=O)C(F)(F)F
→ -6 | 4 | -2 | -10 | -0.1 | -2 | -0.5 | -0.8 | -0.4
#22 CCOC(=O)N1CCC(NC(=O)C2CCC(Cn3c(=O)[nH]c4ccccc4c3=O)CC2)CC1 (stereo not drawn)
→ 2 | -7 | 6 | -11 | i | -1 | / | -1.1 | -0.6
#23 O=C(CCC(=O)Nc1ccccc1)NNC(=O)CCc1ccccc1
→ 0 | -12 | -3 | 1 | -0.2 | 12 | 0.1 | 0.1 | -0.4
#24 COc1cc(C2c3cc4c(cc3C3OC(=O)C2C3CO)OCO4)cc(OC)c1OC (stereo not drawn)
→ / | -3 | -2 | / | i | 4 | -3.4 | -0.5 | /
#25 COc1cccc(C(=O)OCC(=O)NCC2CCCO2)c1 (stereo not drawn)
→ / | 6 | -4 | -2 | / | -3 | 1.5 | -0.4 | -2.0
#26 CCN(c1ccc(OC)cc1)S(=O)(=O)c1nnc(NC(=O)c2ccc(C)cc2)s1
→ -1 | 6 | -5 | -13 | 0.5 | / | / | 0.1 | -0.4
#27 O=C(CN1C(=O)NC(Cc2ccccc2)C1=O)Nc1ccc(F)cc1 (stereo not drawn)
→ 6 | 0 | 6 | 5 | 1.9 | -1 | / | -0.7 | 0.0
#28 Cn1c(SCc2ccccn2)nnc1-c1cnccn1
→ 3 | 4 | -2 | -11 | -0.4 | 0 | / | -0.2 | -0.7
#29 CC(NC(=O)c1ccccc1NS(=O)(=O)c1ccc(CCC(=O)O)cc1)c1ccccc1 (stereo not drawn)
→ -5 | 15 | -1 | -23 | -1.7 | -3 | 2.1 | 0.4 | -1.5
#30 O=C(O)C1C=Cc2ccccc2N1C(=O)c1ccccc1 (stereo not drawn) (tested in a mixture with another compound)
→ / | 2 | -3 | / | i | -8 | -2.2 | 0.0 | 0.1
#31 COC(=O)C1=C(C)N=c2s/c(=C/c3ccoc3)c(=O)n2C1c1ccccc1 (stereo not drawn)
→ -2 | -6 | 0 | / | i | / | / | 4.1 | 1.5
#32 Cn1c(CO)cnc1SCc1ccccc1
→ 3 | -1 | 8 | -11 | -17 | 2 | / | 0.4 | 0.3
#33 COc1ccccc1CNC(=O)COC(=O)c1ccncc1
→ / | 2 | -3 | -17 | 0.9 | 2 | -0.8 | -2.0 | -1.2
#34 O=C(O)CC(C(=O)NCc1ccccc1)C1CCCO1 (stereo not drawn)
→ 4 | 3 | -2 | -11 | -1.4 | 8 | / | 0.2 | 0.4
#35 CN1CCN(C(=O)C2=C[C@@H](c3ccccc3)C[C@@H](OCCCCO)O2)CC1
→ 0 | -7 | -13 | -2 | i | -3 | 2.0 | 0.5 | -0.9
#36 CC1CCCCN1CCn1c(=S)[nH]c2ncccc2c1=O (stereo not drawn)
→ -4 | -2 | 0 | -6 | -0.7 | 1 | / | 0.5 | -1.3
#37 O=C(Nc1nc2ccc(F)cc2s1)Oc1ccccc1
→ 0 | 1 | 18 | -18 | -0.2 | 11 | 0.5 | 0.9 | 0.1
#38 CC(NC(=O)COC(=O)/C(=C/c1cccs1)c1cccs1)c1ccccc1 (stereo not drawn)
→ -2 | 20 | -2 | 8 | -0.5 | 3 | 1.2 | -0.1 | 1.9
#39 CCOC(=O)c1c(S(=O)(=O)N2CCN(C)CC2)c(C)n(C)c1C
→ -2 | 2 | -1 | -19 | i | 7 | 1.7 | 0.9 | 1.7
#40 CCN(CC)CCCNC(=O)c1oc2ccc3c(c2c1C)C(O)CC(C)(C)O3 (stereo not drawn)
→ 0 | 6 | -11 | -11 | i | -8 | 0.5 | -0.7 | 0.3
#41 O=C(c1ccc(Cl)s1)N1CCCC1
→ -1 | -2 | -1 | -9 | -0.2 | 5 | / | -4.0 | -0.6
#42 CCOC(=O)c1nn(-c2cccc(Cl)c2)c2nc(CC(C)C)c(C#N)c(=O)n12
→ -5 | -3 | 4 | -14 | -0.2 | 2 | / | -0.5 | -0.7
#43 Cc1ccccc1NC(=O)C1CCCN(S(=O)(=O)c2cnc[nH]2)C1 (stereo not drawn)
→ -2 | 5 | -10 | 0 | -0.2 | -2 | -0.3 | -1.2 | 1.9
#44 Cc1ccc(S(=O)(=O)NCCC(=O)NCCSc2ccc(Br)cc2)cc1
→ 3 | 11 | -6 | -26 | -0.4 | -1 | 1.2 | -0.4 | -0.3
#45 O=C(NCCN1CCOCC1)c1cnn2c1NC(c1cccs1)CC2C(F)(F)F (stereo not drawn)
→ 2 | -7 | -4 | -6 | i | 6 | -2.4 | 0.6 | -0.1
#46 C/C=C/c1cccc(-c2nc(C(=O)N3CCN(C)CC3)cc3c2[C@@H](CCO)N(C(=O)NC(C)C)C3)c1
→ / | / | -2 | / | / | 0 | -0.2 | -1.3 | /
#47 Cc1ccc(N/N=C(\Cc2nc3ccccc3[nH]2)c2ccccc2)cc1
→ -4 | -2 | -1 | / | -0.1 | / | / | -0.2 | -0.4
#48 CC(=O)C1C(c2ccc([N+](=O)[O-])cc2)c2c(noc2C)CC1(C)O (stereo not drawn)
→ 0 | 3 | 19 | -2 | -0.6 | -3 | 0.0 | ? | 0.3
#49 COC(=O)c1[nH]c2c(c1C)C(=O)CC(c1cccc(OC)c1)C2 (stereo not drawn)
→ 8 | 4 | 9 | -8 | -0.3 | 7 | 0.4 | 0.4 | -0.9
#50 CC(NS(=O)(=O)c1ccc(Br)cc1)C(c1cccs1)N1CCN(C)CC1 (stereo not drawn)
→ 5 | -3 | 0 | -3 | i | -10 | -2.2 | 0.3 | 1.0
#51 CC1(C)Oc2ccc(C(=O)N3CCCC3)cc2N(CC(=O)NCc2ccccc2)C1=O
→ -6 | 3 | 2 | -16 | 1.0 | 0 | / | 1.2 | 0.1
#52 COc1ccc(NC(=O)NCCc2ccc(Cl)cc2)cc1OC
→ -1 | 0 | 3 | -2 | -1.3 | 8 | 1.0 | 0.1 | -2.2
#53 O=C(Oc1ccccc1[N+](=O)[O-])c1cccnc1
→ 4 | 1 | 2 | 5 | i | 2 | / | 1.4 | -1.0
#54 CCOc1ccc(C)cc1S(=O)(=O)n1cnc2ccccc21
→ -3 | 4 | -4 | -2 | -0.9 | 10 | -0.9 | -0.9 | -0.3
#55 O=c1[nH]c(O)c(C=NC2CCN(Cc3ccccc3)CC2)c(=O)[nH]1
→ -3 | 8 | -9 | -14 | i | 1 | / | -0.6 | 0.2
#56 OCC1=C[C@@H](O)C2C=CO[C@@H](O[C@@H]3O[C@H](CO)[C@@H](O)[C@H](O)[C@H]3O)C12 (stereo partly drawn)
→ / | 0 | 2 | 5 | -0.2 | -2 | -0.3 | -0.7 | -0.8
#57 CCOc1cc(N2CCOCC2)c(OCC)cc1NC(=O)CN1C(=O)NC2(CCCCC2)C1=O
→ / | 3 | -1 | 3 | i | -11 | -0.3 | -0.6 | -0.9
#58 Cc1cccc(C)c1NC(=O)CSc1nnc(NC(=O)c2ccccc2C(=O)O)s1
→ -2 | 1 | -2 | 2 | -1.3 | 0 | -3.8 | -0.7 | 0.1
#59 Cc1ccc2nc(NC(=O)CSc3nncc(=O)n3N)sc2c1
→ -4 | -5 | -1 | 6&-3 | -0.2 | 2 | / | -1.1 | -1.0
#60 CN(Cc1ccccc1)C(=O)Nc1ccc(Cl)cc1
→ / | -6 | / | 0 | -0.5 | 10 | 0.6 | / | /

Given as tab-separated lines: 4 of the compounds above.
cpd	SMILES	3CLpro inhibitor	Y pestis TopoI	Anthrax LF inh2	PriA SSB inh	BH1578 lux ind	PrPC surface inh	TcdB GH inh	BoNT-A LC inh2	PfHsp40 yeast
42	CCOC(=O)c1nn(-c2cccc(Cl)c2)c2nc(CC(C)C)c(C#N)c(=O)n12	-5	-3	4	-14	-0.2	2	/	-0.5	-0.7
43	Cc1ccccc1NC(=O)C1CCCN(S(=O)(=O)c2cnc[nH]2)C1 (stereo not drawn)	-2	5	-10	0	-0.2	-2	-0.3	-1.2	1.9
44	Cc1ccc(S(=O)(=O)NCCC(=O)NCCSc2ccc(Br)cc2)cc1	3	11	-6	-26	-0.4	-1	1.2	-0.4	-0.3
45	O=C(NCCN1CCOCC1)c1cnn2c1NC(c1cccs1)CC2C(F)(F)F (stereo not drawn)	2	-7	-4	-6	i	6	-2.4	0.6	-0.1
